Bioassay records (PubChem)
H9c2 TAG inh – triacylglycerol accumulation inhibition; H9c2 cells, Nile Red lipid (TAG) fluorescence; cells loaded with 200 µM oleic acid; inhibition, % at 12.5 µM; actives 0.66% (n = 230,000);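 active means pattern-corrected inhibition of lipid staining of at least 50% with the nuclear-stain viability signal not falling by more than 50%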;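 further: 0% = DMSO wells and 100% = triacsin C control wells; some results filed as inactive read as strong as hits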
H9c2 TAG inh DAPI viability – further read-out of H9c2 TAG inh, marked with its call; DAPI nuclei signal change (viability), lower = more cytotoxic, %;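 whole-well DAPI fluorescence read on a plate reader as a viability signal; minus 50 percent equals half of cells still viable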
An asterisk follows results filed as active.

molecule	H9c2 TAG inh DAPI viability	H9c2 TAG inh
Cn1c(N)c(C(=O)CSc2nnc(-c3cccs3)n2C2CC2)c(=O)[nH]c1=O	3	7
CCOc1ccccc1NC(=O)CSc1n[nH]c(=O)n1-c1ccccc1	1	-7
Cc1cc2c(NC(=O)Nc3ccccc3)cccc2nn1	0	6
CCOCCCNC(=O)Cc1c(C(=O)O)[nH]c2ccc(Cl)cc12	-1	-6
Cn1cnc([N+](=O)[O-])c1NCc1ccccc1	-4	-8
COc1ccc(C(=O)NCc2ccc3c(c2)OCO3)cc1S(=O)(=O)N1CCCC1	3	7
COC(=O)CSc1ncc(OC)c(OC)n1	8	7
Cc1ccccc1NC(=O)COC(=O)CCC(=O)c1cccs1	2	2
NC(=S)N/N=C1\CC(c2ccc3c(c2)OCCO3)Oc2ccc(F)cc21 (stereo not drawn)	0	-4
Cc1ccc(C(=O)OCC(=O)N2CCNC2=O)c(C)c1	-9	24
Cc1cc(C)nc(N2N=C(CSc3ccc(Cl)cc3)CC2=O)n1	-16	10
CC(C)=CCN1CCN(Cc2ccc(C)s2)CC1CCO (stereo not drawn)	8	-14
CC(C)C(NS(=O)(=O)c1ccccc1)C(=O)NC1CCCC1 (stereo not drawn)	-5	3
O=C(/C=C/c1ccccc1)Nc1sc2c(c1C(=O)O)CCC2	-3	1
COc1ccc(/C=C/C(=O)NCC(=O)N/N=C(\C)Cc2ccccc2)cc1	3	0
NNC(=O)CS(=O)(=O)CS(=O)(=O)CC(=O)NN	1	-5
CCn1cc(C(=O)NC(=S)Nc2ccccc2[N+](=O)[O-])cn1	1	7
CNC(=O)CNC(=O)Nc1ccc(C)cc1	-10	21
CCSc1ccc([C@@H]2[C@H]3C(=O)N(C)C(=O)[C@H]3[C@]3(C(=O)OC)CCCCN23)cc1	5	-24
COc1cccc(C(=O)Nc2cccc(-c3ccc(N4CCOCC4)nn3)c2)c1OC	9	-6
Cc1cccc(NC(=O)CC2NC3CCCCC3NC2=O)c1 (stereo not drawn)	-3	-8
CCNC(=S)N/N=C/c1ccc(C#N)cc1	-3	0
COc1ccc(C(=O)CCC(=O)N2CCN(c3cccc(Cl)c3)CC2)cc1	9	11
CC1(C)Cc2c(cnn2-c2ccc(F)cc2)C(NC(=O)Cn2cncn2)C1 (stereo not drawn)	3	3
O=C(Cn1nnc(-c2cccs2)n1)N1c2ccccc2Sc2ccc(C(F)(F)F)cc21	18	-15

The listing continues.
molecule	H9c2 TAG inh DAPI viability	H9c2 TAG inh
COc1c(O)ccc(/C=N/NC(=O)c2ccc3c(c2)OCCO3)c1[N+](=O)[O-]	-6	5
COC(=O)COc1cc2ccccc2cc1C(=O)Nc1ccccc1	17	-8
CC(=NNC(=S)N1CCCC1)c1ccccn1	-23	23
CC1CCC(NC(=O)c2cccc(S(=O)(=O)N3CCOCC3)c2)CC1 (stereo not drawn)	5	-4
Cc1ccc(/C=C/C(=O)OCC(=O)Nc2ccc3[nH]c(=O)[nH]c3c2)o1	-1	14
CCC1(COC(NC(=O)c2cccnc2)(C(F)(F)F)C(F)(F)F)COC1	-2	-27
COc1cnc(-c2ccccn2)nc1Sc1ccc(F)cc1	8	18
CCOC(=O)C1=C(c2ccccc2)c2ccccc2N(S(=O)(=O)C(F)(F)F)C1C(=O)OCC (stereo not drawn)	0	-9
CN(CC(=O)Nc1cccc(F)c1)C(=O)C1CSC2(C)CCC(=O)N12 (stereo not drawn)	8	-5
O=C(NNC(=O)C1[C@H]2CCCC[C@@H]12)Nc1cccc2ccccc12 (stereo partly drawn)	0	-9
Clc1ccc(CNCc2cccs2)c(Cl)c1	12	-1
Cc1ccc(-n2c(SCC(=O)c3c(N)n(C4CC4)c(=O)[nH]c3=O)nnc2N2CCOCC2)cc1	-5	7
CC(=O)c1c(O)c(C)c(O)c2c1OC1=Cc3c(c(C)nn3-c3ccccc3)C(=O)C12C (stereo not drawn)	-2	13
Cc1ccc(C(=O)O)cc1NC(=O)C1CCN(S(=O)(=O)c2ccc3c(c2)OCCO3)CC1	-3	6
C=CCNc1sc(C(=O)c2ccccc2)c(N)c1-c1nc2ccccc2s1	-25	27
O=C(Nc1cc(Cl)ccc1N1CCOCC1)c1ccc(N2CCCCC2)c([N+](=O)[O-])c1	-7	13
COc1cccc2cc(C(C)N(CCCN3CCOCC3)C(=S)Nc3c(C)cccc3C)oc12 (stereo not drawn)	5	8
O=C(O)c1ccc2nc(-c3ccco3)c(-c3ccco3)nc2c1	-6	14
CSc1ccc(C(=O)C2CCCN(S(=O)(=O)c3c(C)noc3C)C2)cc1 (stereo not drawn)	-6	3
COc1ccc(S(=O)(=O)N(C)CC(=O)NC2CC2)cc1OC	7	4
Cc1ccccc1-n1c(=O)c2ccccc2n(CC(=O)NCc2ccco2)c1=O	-7	0
O=C(CN1C(=O)NC2(CCCC2)C1=O)OCc1c(F)cccc1Cl	-7	-32
O=C(COc1ccc(Cl)cc1)NCc1nnc(SCC(=O)c2ccccc2)o1	0	-19
O=C(COc1ccc(Cl)cc1Br)Nc1ccccc1N1CCCC1	1	-40
O=C(CN1CCN(C(=O)CNC(=O)c2ccc(N3CCCC3=O)cc2)CC1)Nc1ccccc1Cl	-7	8

Carrying on.
molecule	H9c2 TAG inh DAPI viability	H9c2 TAG inh
O=C(Nc1ccon1)c1ccc(S(=O)(=O)N2CCOCC2)cc1	0	11
Cc1ccc(-n2c(SCC(=O)N3c4ccccc4Sc4ccccc43)nnc2-c2ccncc2)cc1	15	-17
N#CC(=Cc1ccnc2ccccc12)c1ccccc1	11	-1
Cc1cc(Cl)cc2sc(NC(=O)c3ccco3)nc12	-4	-6
CC(=O)NCCc1ccc(C(=O)COC(=O)c2ccco2)cc1	5	8
N#CC1(Nc2cccc(Br)c2)C(=O)Nc2ccccc21 (stereo not drawn)	-1	5
CCCCN(C1CCS(=O)(=O)C1)S(=O)(=O)c1ccc(OC)cc1 (stereo not drawn)	5	-1
Cc1cc(C)cc(NC(=O)Nc2cccc(S(N)(=O)=O)c2)c1	4	-6
Cc1ccc(S(=O)(=O)N2CCN(C(=O)N(C)C)CC2)cc1	-7	10
CCCCN1C(=O)C(=O)N(CC(=O)c2ccc3c(c2)OCO3)C1=O	-8	6
O=C(Nc1cccc2ccccc12)/C(Cl)=C/c1ccccc1	0	18
CCC1CCC(N2CCN(c3ccc([N+](=O)[O-])cc3)CC2)CC1 (stereo not drawn)	-1	-7
CCNC(=O)C1(C)CCN1Cc1cc(-c2ccccc2)n(C)n1 (stereo not drawn)	0	4
NC(=O)c1ccccc1N=Cc1cccnc1	8	2
CC(=O)c1ccc(N2CCN(C(=O)c3cc4c(s3)CCCC4)CC2)cc1	4	-6
O=C(NC1=NCCS1)c1cc(-c2cccnc2)nc2ccccc12	9	0
COc1ccc(NC(=O)CSc2ccc3nnc(CCNC(=O)c4ccccc4)n3n2)cc1OC	1	11
C#CCOCCOCCOCCNc1nc(N2CCN(C(=O)[C@H]([C@@H](C)O)n3cc(CCCCN)nn3)CC2)nc(N2CCN(C(=O)[C@H](C)n3cc(CCCN=C(N)N)nn3)CC2)n1	-13	-18
O=C1C=C(c2ccc(Oc3ccccc3)cc2)C[C@@H](c2ccc3c(c2)OCO3)C1	-4	-9
CNS(=O)(=O)c1cccc(C(=O)OCC(=O)N2c3ccccc3CC2C)c1 (stereo not drawn)	0	4
CSc1nc2ccc(NC(=O)C3CC(=O)N(Cc4ccccc4)C3)cc2s1 (stereo not drawn)	-15	11
CC12CCC(C(N)=O)(c3nc4ccccc4nc31)C2(C)C (stereo not drawn)	-3	-24
CCOC(=O)C1CCN(C(=O)CNC(=O)OC(C)(C)C)CC1	-7	-1
COCCNCC(=O)Nc1ccc(OC(F)(F)F)cc1	10	-1
CCCN(CC1CC1)C(=O)Nc1ccccc1C	-8	-2

Taken from the results shown (four entries):
molecule	H9c2 TAG inh DAPI viability	H9c2 TAG inh
CC12CCC(C(N)=O)(c3nc4ccccc4nc31)C2(C)C (stereo not drawn)	-3	-24
CCOC(=O)C1CCN(C(=O)CNC(=O)OC(C)(C)C)CC1	-7	-1
COCCNCC(=O)Nc1ccc(OC(F)(F)F)cc1	10	-1
CCCN(CC1CC1)C(=O)Nc1ccccc1C	-8	-2

Following part:
molecule	H9c2 TAG inh DAPI viability	H9c2 TAG inh
CCCOC(=O)/C(C(N)=NCc1ccccc1)=C(\O)OCCC	18	-82
CC(NC(=O)C12CC3CC(CC(C3)C1)C2)C(=O)NN=Cc1ccc([N+](=O)[O-])o1 (stereo not drawn)	-1	-2
O=C(NCCN1CCOCC1)C12CC3CC(C1)CC(c1ccccc1)(C3)C2	2	-7
Cc1cc(C)n(CCC(=O)N2CCCC(Nc3ccc(F)cc3)C2)n1 (stereo not drawn)	-4	5
CCn1cc(C(C)NC(=O)Nc2ccccc2C(=O)OC)c(C)n1 (stereo not drawn)	9	-6
C/C=C(\C)C(=O)O[C@@H]([C@H](O)c1cc2ccc(=O)oc2cc1OC)C(C)(C)O	7	-3
NS(=O)(=O)c1cccc(NC(=O)COC(=O)COc2ccc3ccccc3c2)c1	-4	-4
CN(C(=O)c1cccc(NC(=O)Cc2ccc(NC(=O)C3CCCN(C(=O)C4CCCCC4)C3)cc2)c1)C1CCC1 (stereo not drawn)	0	-7
Cc1ccc(OCCNC(=O)c2cccc(S(=O)(=O)N3CCN(Cc4ccccc4)CC3)c2)cc1	3	-8
CC(C)CNC(=O)CN(C1CCCCC1)S(=O)(=O)c1ccccc1	2	7
CCCn1c(C)nc2c(c1=O)c1nc3ccccc3nc1n2CCC1=CCCCC1	28	20
CNc1nc(N)c([N+](=O)[O-])c(NCC2CCCO2)n1 (stereo not drawn)	-3	5
CC(C)NC(=O)CC(=O)N/N=C/c1cccs1	-2	3
COC(=O)C(NC(=O)c1ccccc1)(Nc1nccs1)C(F)(F)F (stereo not drawn)	0	-8
CC(C)(C)c1ccc(OCc2nc(-c3ccccn3)no2)c(Br)c1	-1	8
CCOC(=O)C1=C(C)N(c2ccc(OC)cc2)C(=O)/C1=C\c1ccc(O)c(OCC)c1	-1	2
OC(COCC1COc2ccccc2O1)CN1CCN(c2ccccc2F)CC1 (stereo not drawn)	17	-4
CC(=NNC(=S)N1CC2CCC(CC2)C1)c1ccncn1	-37	22
CC(OC(=O)C1CCN(c2ccc(C(F)(F)F)cn2)CC1)C(=O)NC1CCCCC1C (stereo not drawn)	3	-3
c1cnc(SCCOc2cccc3ccccc23)nc1	-2	-13
CC(C)CC(=O)N/C(N)=N/c1nc2ccccc2o1	6	-7
O=C(NC(=S)Nc1ccc(S(=O)(=O)N2CCCCC2)cc1)c1ccc(Cl)cc1	-2	11
O=C1C=C(CCc2ccccc2)CCC1	-4	9
COCC(C)n1c(C)cc(C(=O)CN2C(=O)NC(Cc3c[nH]c4ccccc34)C2=O)c1C (stereo not drawn)	-1	3
CCN(CC)CCCn1c2c(c(SCC(=O)Nc3cccc4ccccc34)nc1=O)CCC2	-15	16

Next structures
molecule	H9c2 TAG inh DAPI viability	H9c2 TAG inh
O=S(=O)(Cc1nnnn1-c1ccccc1)c1ccccc1	3	2
CC(C)c1ccc(NC(=O)CCCC(=O)NCCc2ccccc2)cc1	-6	9
O=C(c1cccc(Oc2c(Cl)cccc2[N+](=O)[O-])c1)N1CCCCC1	-4	1
OC[C@@H]1CN(C2CCCC2)C[C@H](n2cnc3c(NC4CC4)ncnc32)O1	9	-26
COc1ccc(NC(=O)NNC(=O)CCC(=O)Nc2ccccc2Cl)cc1	9	17
CC(=O)Nc1ccc(-c2csc(Nc3ccc(S(N)(=O)=O)cc3)n2)cc1	9	4
C[C@]12c3[nH]c4cc(-c5ccco5)ccc4c3CCN1C(=O)[C@@H](CC(=O)NCCC1=CCCCC1)C[C@@H]2C(=O)N1CCCCC1	9	-3
Cc1cccc(C)c1NC(=O)Nc1nnc([C@H]2C[C@H](O)[C@@H](CO)O2)s1	-2	6
CCCCC1=CC2=CC(=O)C(C)(OC(=O)CC)C(=O)C2=CO1 (stereo not drawn)	-3	5
CC(=O)NC(CC(=O)NCCc1ccccc1)c1ccccc1 (stereo not drawn)	-10	13
CN(c1ccccc1)c1nc(N)c([N+](=O)[O-])c(NCCO)n1	9	0
CC1=C(C(N)=O)C(c2cccs2)n2ncnc2N1 (stereo not drawn)	-3	6
CCOc1ccc2nc(NC(=O)CSc3nc4ccccc4c(=O)n3Cc3ccco3)sc2c1	8	44
O=C1NC(=O)c2cc3ccccc3cc21	12	-9
CC1(C(=O)Nc2ccc3c(c2)OCO3)Cc2c(-c3ccc4c(c3)OCO4)ccnc2O1 (stereo not drawn)	-27	27
C=CCn1c(SCC(=O)Nc2ccc3c(c2)OCO3)nnc1-c1ccccc1	-3	4
CCN(CC)C(=O)Cn1cc(S(=O)(=O)CC(=O)N2CC(C)OC(C)C2)c2ccccc21 (stereo not drawn)	4	15
COc1ccc([C@H]2CC(=O)c3c(O)cc(O)cc3O2)cc1O	-13	11

Compound profiles (already shown). Order of values: H9c2 TAG inh DAPI viability	H9c2 TAG inh
C=CCn1c(SCC(=O)Nc2ccc3c(c2)OCO3)nnc1-c1ccccc1 is listed with -3	4
CC(=O)Nc1ccc(-c2csc(Nc3ccc(S(N)(=O)=O)cc3)n2)cc1 is listed with 9	4
Cc1cccc(C)c1NC(=O)Nc1nnc([C@H]2C[C@H](O)[C@@H](CO)O2)s1 is listed with -2	6
CN(c1ccccc1)c1nc(N)c([N+](=O)[O-])c(NCCO)n1 is listed with 9	0
CC1(C(=O)Nc2ccc3c(c2)OCO3)Cc2c(-c3ccc4c(c3)OCO4)ccnc2O1 (stereo not drawn) is listed with -27	27

An excerpt; rates above refer to the full screens.
